# Compound activity from PubChem BioAssay.
# PfHsp90 yeast 2: inhibits growth of yeast expressing Plasmodium falciparum Hsp90; inhibition, % at 9.4 µM; actives 0.32% (n = 310,000); AID 504621; S. cerevisiae expressing PfHsp90, BacTiter-Glo ATP, 48 h; yeast lacking PDR1 and PDR3 efflux regulators;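 active = every replicate shows inhibition above about 80%, whatever the replicate mean, limit read from the data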;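 also: 0% = DMSO neutral controls and 100% = 20 µM radicicol positive controls; yeast relying on Plasmodium falciparum Hsp90 in place of its own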
# Keap1 Nrf2 FP: Keap1-Nrf2 (human) interaction inhibition | Q14145 | Keap1 Kelch-Nrf2 peptide fluorescence polarization, 1536-well | inhibition, % at 9.4 µM | actives 0.15% (n = 340,000) | AID 504523; in the data active = inhibition above about 12%;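 also: human Keap1 Kelch domain with fluorescein labeled Nrf2 9mer peptide probe; 0% = neutral control wells and 100% = peptide positive control; higher means more block of Keap1 binding to Nrf2 peptide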
# Target sequence (Q14145 whole entry, looked up, the tested form may be a part): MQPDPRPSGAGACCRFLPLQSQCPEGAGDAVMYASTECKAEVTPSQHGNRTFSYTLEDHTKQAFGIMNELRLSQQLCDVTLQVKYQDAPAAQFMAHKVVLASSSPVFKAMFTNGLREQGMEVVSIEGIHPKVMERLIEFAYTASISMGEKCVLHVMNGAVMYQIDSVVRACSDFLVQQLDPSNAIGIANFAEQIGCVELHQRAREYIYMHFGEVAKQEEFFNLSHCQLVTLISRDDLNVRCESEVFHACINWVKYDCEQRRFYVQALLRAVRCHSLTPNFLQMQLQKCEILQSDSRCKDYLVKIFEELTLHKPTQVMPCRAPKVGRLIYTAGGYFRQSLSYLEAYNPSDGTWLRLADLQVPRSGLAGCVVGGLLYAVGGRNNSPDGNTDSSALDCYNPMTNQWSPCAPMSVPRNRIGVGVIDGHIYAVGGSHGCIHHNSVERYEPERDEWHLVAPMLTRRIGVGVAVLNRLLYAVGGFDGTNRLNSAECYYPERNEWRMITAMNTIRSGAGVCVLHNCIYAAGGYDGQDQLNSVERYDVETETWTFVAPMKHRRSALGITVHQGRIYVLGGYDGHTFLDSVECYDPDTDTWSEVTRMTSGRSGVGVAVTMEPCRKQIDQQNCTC
# NSD2 HMT inh: blocks human histone methyltransferase NSD2. AID 743445. O96028. NSD2 peptide methylation, AlphaScreen, 120 min. inhibition, % at 12.5 µM. actives 0.54% (n = 310,000); in the data active = inhibition above about 50%
# dFosB activator: activators of mouse delta FosB homodimer; P13346; purified delta FosB, TAMRA-CDK5 oligo fluorescence polarization; percent of positive-control signal above neutral wells; activation, % at 25 µM; actives 0.99% (n = 340,000); AID 493131;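 active = mean activation above about 17%, with every replicate also reaching it, limit read from the data, passing the limit was not always enough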;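 also: fluorescence polarization rise as delta FosB binds a TAMRA Cdk5 AP-1 oligo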
# Target sequence (P13346 whole entry, looked up): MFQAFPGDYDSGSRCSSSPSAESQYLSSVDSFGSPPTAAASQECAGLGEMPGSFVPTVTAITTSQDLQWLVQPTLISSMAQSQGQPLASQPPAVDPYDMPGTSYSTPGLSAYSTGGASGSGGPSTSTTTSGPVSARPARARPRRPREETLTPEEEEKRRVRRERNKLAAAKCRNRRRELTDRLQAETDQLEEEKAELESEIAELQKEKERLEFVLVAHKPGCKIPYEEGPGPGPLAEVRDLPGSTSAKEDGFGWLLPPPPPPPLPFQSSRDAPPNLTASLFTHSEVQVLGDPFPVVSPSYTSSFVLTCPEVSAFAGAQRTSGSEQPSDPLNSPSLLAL
# RTF Ca sens act: cardiac RTF calcium sensitization; activation, % at 7.2 µM; P19429+P45379; IANBD-labeled TnC RTF fluorescence at EC20 calcium; 0% EC20 calcium, 100% full calcium; actives 0.24% (n = 340,000);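 active = activation above the mean over all tested compounds plus 3 SD, cut at about 30% in these data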;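 also: rise in fluorescence read as greater calcium sensitivity of cardiac thin filaments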
# CDK5 inh: blocks human CDK5/p35 kinase activity; Q00535+Q15078; Recombinant CDK5/p35, ADP-Glo luminescence, 60 min; inhibition, % at 10 µM; actives 0.01% (n = 330,000);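 active = highest replicate inhibition of at least 50% and at least 75% of replicates reaching 50%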;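 also: plate controls were DMSO neutral control for no effect and GW8510 at 10 µM for full effect; many of its hits are not listed in these tables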
# PvdQ inh: blocks Pseudomonas aeruginosa PvdQ acylase activity; purified PvdQ acylase, fluorescence plate reader; actives 0.063% (n = 340,000); inhibition, % at 10 µM; in the data active = inhibition above about 30%, passing the limit was not always enough;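 also: 0% = vehicle neutral wells and 100% = reference inhibitor wells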
# RTF Ca sens inh: cardiac RTF calcium desensitization; P19429+P45379; actives 0.12% (n = 340,000); IANBD-labeled cardiac RTF, Ca2+ fluorescence; inhibition, % at 7.15 µM;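 active = inhibition above the mean inhibition of all tested compounds plus 3 SD, cut at about 17% in these data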;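 also: assay run at fixed EC70 calcium of 1.6 mM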
# SUMO Mot1 rescue: SUMOylation pathway inhibition by Mot1-301 growth rescue. S. cerevisiae Mot1-301 growth rescue, ATP luminescence, 38.5C; percent above DMSO median, 100 means doubled. growth rescue, % at 18.8 µM. actives 1% (n = 320,000);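 active = every valid replicate shows activation above 250% relative to neutral control wells; inactive = the rest, any valid replicate at or below 250%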;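 also: OY570 slx delta 5 strain wells were the positive control but not used for scaling; some compounds called inactive have numbers as strong as hits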
# LANA DNA inh: KSHV C-LANA DNA binding inhibition | inhibition, % at 9 µM | actives 0.078% (n = 340,000) | MBP-C-LANA/FAM-LBS DNA binding, fluorescence polarization;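 active = highest replicate inhibition at or above 60% at 9 µM, even if other replicates fall short; inactive = all replicates below 60% inhibition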;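 also: 0% = neutral control wells and 100% = 4 µM acridine orange control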
# Rtt109 Vps75: blocks Candida albicans Rtt109/Vps75 acetyltransferase activity; Q5AAJ8; actives 0.16% (n = 330,000); inhibition, % at 34.9 µM; purified Rtt109/Vps75, ThioGlo CoA-SH fluorescence, 4 h;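 active = inhibition of at least 50% in every replicate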
# Numbers without * were called inactive; . = no result given.
SMILES,PfHsp90 yeast 2,Keap1 Nrf2 FP,NSD2 HMT inh,dFosB activator,RTF Ca sens act,CDK5 inh,PvdQ inh,RTF Ca sens inh,SUMO Mot1 rescue,LANA DNA inh,Rtt109 Vps75
Cc1ccc(NC(=O)CCN2C(=O)C3CC=CCC3C2=O)cc1Cl (centres undefined),2.1,0.6,-0.8,-4.6,-2.9,0.2,-2.9,-3.7,.,-0.7,-7.3
CCOC(=O)c1ccc(NC(=O)c2cc(F)c(F)cc2Cl)cc1,-8.1,-0.7,-0.2,-4.8,3.4,-0.6,-10.5,1.0,19.8,-0.1,9.8
CCOC(=O)N1CCN(C(=O)C(CC(C)C)NS(=O)(=O)c2ccc(C)cc2)CC1 (centres undefined),.,1.8,0.8,-3.1,0.3,0.1,-0.5,2.0,.,-0.2,8.9
CSCCC(NC(=O)c1ccc([N+](=O)[O-])cc1Cl)C(=O)OCC(=O)N1CCN(C(C)=O)CC1 (centres undefined),1.6,-1.4,0.1,-3.8,-3.2,1.6,-7.8,3.2,176.8,-0.8,0.6
CC(C)NC(=O)Nc1ccc2c(c1)C(=O)N([C@H](C)CO)C[C@H](C)[C@@H](CN(C)C(=O)Nc1ccc(C(F)(F)F)cc1)O2,-6.4,-1.7,.,-16.8,-6.1,-0.3,-21.4,5.2,6.3,1.1,4.2
Cc1cc(C)c(C(=O)CN2C(=O)NC3(CCCCCC3)C2=O)cc1C,-0.6,0.1,-2.9,-8.4,0.8,0.4,-4.8,2.0,-5.7,-1.1,-7.0
Cc1ccc(C(=O)Nc2ccc(Cl)cn2)cc1,34.4,-1.4,-0.2,-9.8,7.1,1.9,0.2,-5.5,10.0,0.7,2.2
O=C(O)c1cccc(NC(=O)c2ccc3c(c2)C(=O)N(CC2CCCO2)C3=O)c1 (centres undefined),12.3,-2.4,-1.6,-1.9,-1.1,0.0,8.0,-0.2,31.4,1.5,13.2
COc1ccc(/C=C2\CCc3ccccc3C2=O)cc1Cn1cccn1,.,-2.6,-3.5,-8.6,-1.6,0.6,8.6,-9.7,0.5,1.8,5.7
Cc1n[nH]c(C)c1CCC(=O)N/N=C/c1c[nH]c2ccccc12,3.4,0.5,-0.5,1.3,0.2,1.1,-4.4,-5.8,-25.6,-1.0,0.6
Nc1nc(NC(=O)Cc2ccccc2)nn1-c1ccccc1,-20.1,-3.5,-0.8,0.4,8.0,1.4,-8.9,0.6,-10.1,0.2,9.4
CN(Cc1ccccc1)c1nc2c(c(=O)[nH]c(=O)n2C)n1CCOc1ccccc1,31.9,2.1,2.1,-7.5,-4.2,1.7,-7.9,1.2,0.6,-0.4,5.9
CCN(CC)CCNS(=O)(=O)c1ccc2[nH]cc(C(=O)O)c(=O)c2c1,21.0,-0.7,6.0,-5.9,-3.8,2.0,5.7,1.2,-4.9,3.0,-0.2
CCCc1cc(=O)[nH]c(SCC(=O)Nc2cc(S(=O)(=O)N(CC)c3ccccc3)ccc2Cl)n1,9.7,-0.7,4.5,-23.8,4.2,2.1,7.9,-7.0,3.1,1.0,10.6
COc1ccc(S(=O)(=O)N2CCN(Cc3cccc(OC)c3)CC2)cc1,10.1,4.0,1.0,-8.9,12.1,-0.4,-0.7,6.8,8.7,-1.3,-9.9
CCOCCCN(CCC#N)S(=O)(=O)c1ccc(S(=O)(=O)N2CCCC2)cc1,3.4,0.3,0.0,-6.0,3.5,-1.2,9.0,-3.1,-10.3,0.0,9.2
O=C(CCS(=O)(=O)c1ccc(Br)cc1)NC1CCCC1,-3.8,-0.9,9.5,-11.7,1.7,0.7,1.9,-5.9,-16.5,10.6,11.9
COc1ccccc1NC(=O)NCCCl,-13.7,0.3,0.1,2.0,-2.2,-1.1,-8.4,2.2,-13.6,0.0,-1.4
Cc1ccnc(SCC(=O)O)n1,2.8,1.6,1.5,-3.2,1.2,0.2,-12.3,-2.4,-7.0,-0.9,-6.3
Cc1cc(C(=O)Cn2cnc3ccc(Cl)cc3c2=O)c(C)n1C1CC1,27.5,0.9,0.8,-5.1,-7.1,1.2,2.9,-7.9,.,-0.2,3.7
COc1cccc(OCC(O)CN2CCc3ccccc3C2)c1 (centres undefined),-16.7,-4.0,2.0,-7.9,-1.9,-0.2,12.1,-6.3,-6.7,0.0,13.0
O=C1c2cccc([N+](=O)[O-])c2C(=O)N1c1ccccc1,-23.2,-2.0,3.9,-0.7,-1.2,-1.9,-10.0,-8.5,9.1,0.2,.
Cc1cccnc1NC(=O)c1sc2ccccc2c1Cl,5.8,-0.4,-2.7,-8.9,-2.5,0.9,14.4,3.1,0.2,-0.7,8.2
COc1ccc(N(C(=O)Cc2cccs2)C(C(=O)NC2CCCCC2)c2cccn2C)cc1OC (centres undefined),15.5,0.2,4.4,-6.8,-6.7,-1.3,6.8,6.9,-3.9,-0.9,.
O=C(NCCO)c1nc(NCCO)c2ccccc2n1,10.4,2.4,-2.8,-9.6,-2.0,-0.5,-2.6,-7.0,-16.4,-0.4,11.6
CC1Cc2ccccc2N1C(=O)C12CCC(C)(C(=O)C1)C2(C)C (centres undefined),.,-1.1,-4.2,-8.1,-1.2,0.3,4.1,3.2,.,-1.2,4.4
Cc1ccc(NC(=O)COC(=O)COc2cccc3c2OC(C)(C)C3)cc1S(=O)(=O)N1CCOCC1,6.7,2.6,-1.6,-4.0,-8.7,-1.7,-16.1,-1.7,-24.0,1.7,10.6
CCCCSc1nnc(-c2c[nH]c3ccccc23)n1C,7.2,2.7,.,-0.2,-1.9,-0.5,-4.2,-10.9,-5.6,0.4,-2.8
CCCCN(CC)CCCNC(=O)CS(=O)(=O)Cc1nc(-c2cccc(OC)c2)oc1C,36.7,0.4,11.3,-4.1,0.9,2.4,-8.8,-2.6,-2.0,-1.1,12.7
CCOC(=O)[C@@H]1[C@H]2COc3ccc(Br)cc3[C@@H]2N2C(=O)N(c3ccc(OC)cc3)C(=O)[C@@]12C,3.5,2.6,.,2.6,0.7,-0.9,-12.9,-14.7,-18.1,-1.9,7.9
Cc1ccccc1C1c2[nH]c3ccccc3c2C[C@H]2C(=O)N(c3ccccc3C(=O)NCCCN3CCOCC3)C(=O)N12 (some centres undefined),-5.8,-5.6,.,-6.2,7.5,0.1,-9.3,-3.2,-9.6,1.2,8.9
Cc1ccc(S(=O)(=O)NCCC(=O)NCC(c2cccs2)N(C)C)cc1 (centres undefined),12.5,-2.2,-0.8,3.8,-3.3,0.3,7.4,-3.5,-6.3,0.2,1.4
CC(NC(=O)c1ccccc1Br)c1nnc(SCC(=O)NC2CCCCC2)n1C (centres undefined),9.6,-1.8,0.0,3.7,-2.9,-1.8,5.0,-21.3,-6.5,0.6,-4.0
CCOC(=O)[C@@H]1[C@H]2COc3cc(OC)ccc3[C@@H]2N2C(=O)N(c3ccc(Cl)cc3)C(=O)[C@]12C,28.3,-2.0,.,-3.0,6.8,0.7,-9.0,7.9,-7.2,1.0,9.5
CN1C(=O)N(CC(=O)Nc2sccc2C(N)=O)C(=O)C12CCCCC2,-22.2,1.1,-3.9,1.9,0.3,0.3,-4.1,17.0*,-0.1,-0.1,-4.8
NS(=O)(=O)c1ccc(CCNc2nc(CN3CCCCC3)nc3sc4c(c23)CCC4)cc1,19.9,-1.3,13.4,3.4,-5.0,1.8,-13.0,3.1,224.2,-3.6,6.3
O=C(COc1ccc(S(=O)(=O)NC2CCCCC2)cc1Cl)NCc1ccc2c(c1)OCO2,39.1,-4.2,-0.1,-11.3,10.8,0.2,-8.7,-8.1,23.3,-0.2,2.9
O=C1NC(=O)C(=Cc2ccco2)S1,-11.1,1.4,14.4,4.3,3.6,2.4,5.8,-9.0,.,11.1,4.7
O=C(Nc1ccc(Cl)cc1F)c1cc(S(=O)(=O)N2CCCCC2)ccc1F,20.5,0.9,2.5,2.0,-1.9,-0.2,-9.9,-0.1,133.4,2.6,0.8
COc1ccccc1-c1nn(Cc2ccccc2)cc1C(=O)NCC(c1ccco1)N1CCCC1 (centres undefined),13.5,-11.6,4.4,-13.3,1.2,1.6,-22.8,0.1,-3.6,0.6,2.5

# Quoted at random: four entries already listed
SMILES,PfHsp90 yeast 2,Keap1 Nrf2 FP,NSD2 HMT inh,dFosB activator,RTF Ca sens act,CDK5 inh,PvdQ inh,RTF Ca sens inh,SUMO Mot1 rescue,LANA DNA inh,Rtt109 Vps75
O=C1NC(=O)C(=Cc2ccco2)S1,-11.1,1.4,14.4,4.3,3.6,2.4,5.8,-9.0,.,11.1,4.7
NS(=O)(=O)c1ccc(CCNc2nc(CN3CCCCC3)nc3sc4c(c23)CCC4)cc1,19.9,-1.3,13.4,3.4,-5.0,1.8,-13.0,3.1,224.2,-3.6,6.3
COc1cccc(OCC(O)CN2CCc3ccccc3C2)c1 (centres undefined),-16.7,-4.0,2.0,-7.9,-1.9,-0.2,12.1,-6.3,-6.7,0.0,13.0
COc1ccc(N(C(=O)Cc2cccs2)C(C(=O)NC2CCCCC2)c2cccn2C)cc1OC (centres undefined),15.5,0.2,4.4,-6.8,-6.7,-1.3,6.8,6.9,-3.9,-0.9,.

# Next section
SMILES,PfHsp90 yeast 2,Keap1 Nrf2 FP,NSD2 HMT inh,dFosB activator,RTF Ca sens act,CDK5 inh,PvdQ inh,RTF Ca sens inh,SUMO Mot1 rescue,LANA DNA inh,Rtt109 Vps75
CCOC(=O)N1CCN(C(=O)c2ccc3c(=O)n(CCc4ccc(OC)c(OC)c4)c(=O)[nH]c3c2)CC1,-11.8,0.2,0.9,-10.8,-1.7,0.1,2.9,-4.1,164.3,0.1,13.7
CCOC(=O)Cn1c(=O)oc2ccc(C)cc21,-37.3,-0.8,-1.0,3.5,3.9,1.1,-14.6,-15.6,18.5,-0.1,7.3
Cn1c(N)c(C#N)c2c(c1=S)CSC(C)(C)C2,73.7,-12.6,50.7*,-2.4,5.1,-0.7,0.9,-4.6,-6.7,-1.7,-13.4
CCCSc1nsc(SCCC)c1C#N,17.2,-1.2,-4.3,-0.7,0.5,-1.2,-1.0,-7.1,8.5,1.1,-4.1
Cn1c(SCC(=O)NNC(=O)c2ccccc2)nnc1C1CC1,2.8,1.4,0.6,2.1,-0.4,1.4,-13.7,-1.6,-2.6,0.7,-0.7
CCC(CO)NCc1ccc(-c2ccccc2)cc1 (centres undefined),-16.3,-1.5,24.9,-9.2,-3.3,.,-9.6,2.6,20.1,-2.1,-1.9
CCc1ccc(-c2csc3ncn(CC)c(=O)c23)cc1,1.0,-0.4,-3.5,-1.6,-5.5,1.3,-15.2,-26.5,46.5,0.3,-15.9
CCOC(=O)c1sc(=NC(=O)COc2ccc(Cl)cc2)n(C)c1C,.,-3.6,.,-10.1,7.8,1.8,-22.7,-14.4,5.3,0.4,-1.0
COc1ccccc1-c1cc(C(=O)N/N=C/c2ccc(C)o2)c2ccccc2n1,12.1,-3.0,-3.0,-1.0,0.2,-0.2,-2.2,0.9,.,2.3,-0.6
CCOC(=O)N1CCC(NC(=O)C(NS(=O)(=O)c2ccc3c(c2)CCN3C(C)=O)C(C)C)CC1 (centres undefined),-20.0,-3.5,-1.2,-4.6,4.9,-2.6,-10.2,-0.7,-9.1,-0.3,-5.9
